Compound activity: PubChem, Sanford-Burnham Center for Chemical Genomics
TAG inh = reduces triacylglycerol accumulation in H9c2 cells | Nile Red lipid (TAG) fluorescence; cells loaded with 200 µM oleic acid | inhibition, % at 12.5 µM | 0.66% of 230,000 active;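 active = pattern-corrected inhibition of lipid staining of at least 50% with the nuclear-stain viability signal not falling by more than 50%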;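 also: 0% = DMSO wells and 100% = triacsin C control wells; some results filed as inactive read as strong as hits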
TAG inh DAPI viability = further read-out of TAG inh, marked with its call; DAPI nuclei signal change (viability), lower = more cytotoxic, %;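 whole-well DAPI fluorescence read on a plate reader as a viability signal; minus 50 percent equals half of cells still viable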
* marks the source's active call; other numbers are inactive results; & = joins results of further samples. Some of the compounds tested (hit frequency here may not be typical).

Values run as follows: TAG inh	TAG inh DAPI viability
- CCN(CC)S(=O)(=O)c1ccc(C(=O)O)cc1
  -3	3
- CCOC(=O)Nc1ccc(NCc2ccc(F)cc2)nc1N
  -22	-6
- C/C=C(/C)C(=O)O[C@@H]1c2cc3c(c4c2[C@@]2(CO4)C(=O)C(OC)=C(OC)C=C2C[C@@H](C)[C@H]1C)OCO3
  -4	-9
- OCCOCCN1CCN(C(c2ccccc2)c2ccc(Cl)cc2)CC1 (centres undefined)
  -5	6
- COc1ccc(Sc2ccc(NC(=O)c3ccccc3Cl)cc2C#N)cc1
  2	0
- COc1cc(C(=O)NCCCCCC(=O)O)cc(OC)c1OC
  -9	10
- C[C@@H](O)CC(=O)O
  1&-18	-8&2
- CCOC(=O)Nc1ccc2c(c1)N(C(=O)CCN1CCOCC1)c1ccccc1S2
  3	-4
- CN=C(N)NC(=O)Nc1c(C)cccc1C
  -2	-1
- C#C[C@]1(O)CC[C@H]2[C@@H]3CCC4=CC(=O)CC[C@@H]4[C@H]3CC[C@@]21CC
  -18&8	6&0

Single values from above.
Reading for CCOC(=O)Nc1ccc(NCc2ccc(F)cc2)nc1N in TAG inh: -22
Reading for CCN(CC)S(=O)(=O)c1ccc(C(=O)O)cc1 in TAG inh DAPI viability: 3
Reading for COc1ccc(Sc2ccc(NC(=O)c3ccccc3Cl)cc2C#N)cc1 in TAG inh: 2
Reading for C[C@@H](O)CC(=O)O in TAG inh DAPI viability: -8&2
Reading for C/C=C(/C)C(=O)O[C@@H]1c2cc3c(c4c2[C@@]2(CO4)C(=O)C(OC)=C(OC)C=C2C[C@@H](C)[C@H]1C)OCO3 in TAG inh DAPI viability: -9

Quoted at random: 6 records from the list
Values run as follows: TAG inh	TAG inh DAPI viability
- CN=C(N)NC(=O)Nc1c(C)cccc1C
  -2	-1
- CCN(CC)S(=O)(=O)c1ccc(C(=O)O)cc1
  -3	3
- C#C[C@]1(O)CC[C@H]2[C@@H]3CCC4=CC(=O)CC[C@@H]4[C@H]3CC[C@@]21CC
  -18&8	6&0
- COc1ccc(Sc2ccc(NC(=O)c3ccccc3Cl)cc2C#N)cc1
  2	0
- CCOC(=O)Nc1ccc2c(c1)N(C(=O)CCN1CCOCC1)c1ccccc1S2
  3	-4
- CCOC(=O)Nc1ccc(NCc2ccc(F)cc2)nc1N
  -22	-6

Further compounds:
Values run as follows: TAG inh	TAG inh DAPI viability
- COc1cc(C)nc(-n2nc(C)cc2OC)n1
  2	2
- C[C@H]1c2cccc(O)c2C(O)=C2C(=O)[C@]3(O)C(O)=C(C(N)=O)C(=O)[C@@H](N(C)C)[C@@H]3[C@@H](O)[C@@H]21
  9	2
- Cc1oncc1C(=O)Nc1ccc(C(F)(F)F)cc1
  2	3
- O=c1c(O[C@@H]2O[C@H](CO)C(O)C2O)c(-c2ccc(O)c(O)c2)oc2cc(O)cc(O)c12 (some centres undefined)
  8	-1
- CC(=O)N(CC(O)CO)c1c(I)c(C(=O)NCC(O)CO)c(I)c(C(=O)NCC(O)CO)c1I (centres undefined)
  -5	2
- CN(C)CCC[C@@]1(c2ccc(F)cc2)OCc2cc(C#N)ccc21
  1	2
- CCCCOC(=O)c1ccc(N)cc1
  11	-8
- CC(=O)OCC(=O)C1(O)CCC2C3CCC4=CC(=O)C=CC4(C)C3(F)C(O)CC21C (centres undefined)
  34	12
- OCC(O)CN1CCN(c2ccccc2)CC1 (centres undefined)
  6	4
- Nc1cc(=O)[nH]c(N)n1
  -3	-6
- CCCN(CCC)C(=O)C(CCC(=O)O)NC(=O)c1ccccc1 (centres undefined)
  -2	-3
- O=C1c2c(O)cccc2C(C2OC(CO)[C@@H](O)[C@H](O)[C@H]2O)c2cc(CO)cc(O)c21 (some centres undefined)
  2	-1
- COc1cc(NC(=O)c2cc(C3CC3)on2)c(OC)cc1Cl
  -32	5
